# Bim-Bfl-1 = inhibitors of Bim binding to Bfl-1, primary screen, biochemical, multiplexed, bead-based flow cytometry; Bim-Bfl-1 binding inhibition; actives 0.12% (n = 190,000); AID 1008, 2008; Bcl-2-related protein A1 (Homo sapiens), Q16548; inhibition, % at 10 µM;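 also: 0% = wells without compound plus tracer and 100% = blocker peptide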
# Bim-Bcl-2 = inhibitors of Bim-Bcl-2 binding, primary screen, biochemical, multiplexed, human Bcl-2 family; Apoptosis regulator Bcl-2 (Homo sapiens), P10415; Bead-based flow cytometry, Bim peptide-Bcl-2 binding; inhibition, % at 10 µM; actives 0.06% (n = 190,000); AID 950, 2007; in the data active = inhibition above about 40%;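 also: 0% = no compound wells with probe peptide and 100% = reference peptide inhibitor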
# Target sequence (P10415 whole entry, looked up): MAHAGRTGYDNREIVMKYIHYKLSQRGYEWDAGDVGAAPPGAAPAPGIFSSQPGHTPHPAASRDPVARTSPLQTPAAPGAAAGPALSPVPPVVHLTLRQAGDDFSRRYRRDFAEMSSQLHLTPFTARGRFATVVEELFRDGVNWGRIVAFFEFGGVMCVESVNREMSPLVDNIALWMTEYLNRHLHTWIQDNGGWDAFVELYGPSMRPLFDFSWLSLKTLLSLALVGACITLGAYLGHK
# RGS8-Gao = RGS8-Galphao binding modulators, primary screen, biochemical, multiplexed bead flow cytometry; Guanine nucleotide-binding protein G(o) subunit alpha (Homo sapiens), P09471; actives lie on both sides; response (percent of control binding), % at 10 µM; actives 0.34% (n = 220,000); AID 1423, 2008; in the data active = response below about 60% or above about 140%; inactive = in between;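 also: Galphao activated as the GDP aluminium fluoride complex binding bead-coupled RGS8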
# Bim-Bcl-W = inhibitors of Bim binding to Bcl-W, primary screen, biochemical, multiplexed, bead-based flow cytometry; Bcl-2-like protein 2 (Homo sapiens), Q92843; Bim peptide-Bcl-W binding; inhibition, % at 10 µM; actives 0.02% (n = 190,000); AID 952, 2007;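 also: 0% = bound tracer without compound and 100% = peptide blocker; higher means less fluorescent Bim peptide bound to Bcl-W beads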
# Target sequence (Q92843 whole entry, looked up): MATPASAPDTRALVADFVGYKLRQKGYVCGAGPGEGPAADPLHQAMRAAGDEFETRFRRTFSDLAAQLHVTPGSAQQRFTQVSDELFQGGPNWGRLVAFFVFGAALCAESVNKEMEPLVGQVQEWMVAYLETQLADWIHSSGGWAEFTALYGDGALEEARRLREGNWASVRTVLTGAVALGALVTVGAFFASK
# Mcl-1 Bim block = inhibitors of Bim peptide binding to Mcl-1, primary screen, biochemical, bead-based flow cytometry, multiplex; inhibition, % at 10 µM; Bim peptide-Mcl-1 binding; AID 1009, 2008; Induced myeloid leukemia cell differentiation protein Mcl-1 (Homo sapiens), Q07820; actives 0.1% (n = 190,000);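 also: 0% = no compound tracer wells and 100% = peptide blocker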
# RGS4-Gao reg = modulators of RGS4 binding to Galphao, primary screen, biochemical, multiplexed bead flow cytometry | actives lie on both sides | binding response (% of control), % at 10 µM | actives 0.33% (n = 220,000) | AID 1415, 2008; in the data active = binding response below about 49% or above about 150%; inactive = in between;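 also: fluorescent Galphao activated with aluminum fluoride binding bead-coupled RGS4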
# ABCG2 inh = ABCG2 efflux pump inhibitors, primary screen, multiplex with ABCB1, IgMXP3 cells, flow cytometry; Broad substrate specificity ATP-binding cassette transporter ABCG2 (Homo sapiens), Q9UNQ0; actives 0.1% (n = 190,000); inhibition, % at 6.6 µM; JC-1 efflux; AID 1325, 2008;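 active = inhibition above 80%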;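 also: 0% = DMSO and 100% = nicardipine control wells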
#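 Test system: IgMXP3 cells (ABCG2) mixed with DDAO far-red-labelled CCRF-Adr cells (ABCB1). Reagent: JC-1 transporter substrate. Compound dosing: single test compound dose, 6.6 µM final. Times: 10 min compound exposure, 25 °C. Detection: flow cytometry of retained JC-1 fluorescence. Read-out basis: efflux inhibition in percent versus controls. Controls: nicardipine and DMSO wells.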
# Bim-Bcl-B = inhibitors of Bim-Bcl-B binding, primary screen, biochemical, multiplexed, human Bcl-2 family; Bcl-2-like protein 10 (Homo sapiens), Q9HD36; bead-based flow cytometry, Bim peptide-Bcl-B binding; inhibition, % at 10 µM; actives 0.073% (n = 190,000);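 also: 0% = tracer peptide without compound and 100% = reference inhibitor peptide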
# ABCB1 block = ABCB1 efflux pump inhibitors, primary screen, cell-based, multiplex, flow cytometry, ABCG2 counter-screen | CCRF-Adr cells, JC-1 efflux | inhibition, % at 6.6 µM | actives 0.067% (n = 190,000) | AID 1326, 2008; in the data active = inhibition above about 40%;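 also: 0% = vehicle and 100% = reference inhibitor; higher value means more JC-1 retained so stronger ABCB1 efflux block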
# RGS7-Gao = RGS7-Galphao binding modulators, primary screen, biochemical, multiplexed bead flow cytometry | actives 0.35% (n = 220,000) | actives lie on both sides | binding response (% of control), % at 10 µM | AID 1439, 2008 | Guanine nucleotide-binding protein G(o) subunit alpha (Homo sapiens), P09471; in the data active = binding response below about 49% or above about 150%;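 also: fluorescent Galphao held in activated GDP-AlF4 state binding bead-coupled RGS7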
# Bcl-XL Bim block = inhibitors of Bim-Bcl-XL binding, primary screen, biochemical, multiplexed, bead flow cytometry, human Bcl-XL. Bcl-2-like protein 1 (Homo sapiens), Q07817. Bim peptide-Bcl-XL binding, fluorescence. inhibition, % at 10 µM. actives 0.04% (n = 190,000)
# Target sequence (Q07817 whole entry, looked up): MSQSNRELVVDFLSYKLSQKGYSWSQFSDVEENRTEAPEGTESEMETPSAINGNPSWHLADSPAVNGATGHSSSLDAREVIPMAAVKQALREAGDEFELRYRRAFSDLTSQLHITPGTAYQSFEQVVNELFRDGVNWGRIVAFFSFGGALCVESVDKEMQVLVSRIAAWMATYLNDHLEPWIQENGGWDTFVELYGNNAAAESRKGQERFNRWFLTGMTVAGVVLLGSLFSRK
# The depositor's hits bear a star; nt = no result given. Rule as the data show it, unless noted: active = inhibition above about 40%.
# Short keys – A = Bim-Bfl-1; B = Bim-Bcl-2; C = RGS8-Gao; D = Bim-Bcl-W; E = Mcl-1 Bim block; F = RGS4-Gao reg; G = ABCG2 inh; H = Bim-Bcl-B; I = ABCB1 block; J = RGS7-Gao; K = Bcl-XL Bim block
1: O=C1[C@@H]2C(c3ccccc3Cl)=NO[C@@H]2C(=O)N1Cc1ccccc1
  A: 0; B: 0; C: 95; D: -1; E: -2; F: 101; G: -1; H: -1; I: -0.1; J: 100; K: -6
2: CCCn1nc(Oc2nc(NCC)nc(NCC)n2)ccc1=O
  A: 1; B: 0; C: 99; D: 0; E: -2; F: 103; G: 1; H: 0; I: 0.1; J: 102; K: -2
3: CC(C)=CCC/C(C)=C/Cc1c(O)ccc(C(=O)/C=C/c2ccc(O)cc2)c1O
  A: -1; B: -3; C: 100; D: -1; E: -1; F: 101; G: -7; H: -6; I: -1.2; J: 99; K: -1
4: Cc1ccc(NS(=O)(=O)c2ccc(CCC(=O)N3CCCC3)cc2)cc1
  A: -2; B: 0; C: 107; D: 3; E: 1; F: 106; G: 1; H: -1; I: 0.8; J: 103; K: 1
5: Cc1ccc(C)c(N2C(=O)c3cc(N4CCOCC4)c([N+](=O)[O-])cc3C2=O)c1
  A: -1; B: -1; C: 101; D: -3; E: -7; F: 105; G: 4; H: -6; I: 1.1; J: 101; K: -6
6: COC(c1ccccc1)c1nnc(CCC(=O)N(C)CCCC2CCCC2)o1 (stereo not drawn)
  A: -6; B: -1; C: 99; D: 0; E: 0; F: 93; G: 1; H: -2; I: 0.3; J: 94; K: -3
7: CC1=CC(=C(C#N)c2nc3ccccc3s2)C=C(C)N1Cc1ccco1
  A: 17; B: 3; C: 100; D: 10; E: -4; F: 104; G: -1; H: -5; I: 0.1; J: 102; K: -1
8: CCOC(=O)c1ccc(NC(=O)CN2C(=O)CSC2=O)cc1
  A: -9; B: -5; C: 110; D: -2; E: -2; F: 102; G: 3; H: -4; I: 0.3; J: 97; K: -2
9: O=S(=O)(c1ccccc1)N(Cc1nc(-c2ccccc2)no1)C1CCCCC1
  A: -9; B: -6; C: 104; D: 2; E: 1; F: 102; G: 8; H: -8; I: 1.4; J: 101; K: -8
10: Oc1ccc2oc3c(c2c1)CCCC3
  A: 2; B: 0; C: 101; D: 0; E: 0; F: 103; G: 6; H: 1; I: 1.2; J: 101; K: 0

# Sorted by length of the SMILES (rising): 8 of the compounds above
# Short keys – A = Bim-Bfl-1; B = Bim-Bcl-2; C = RGS8-Gao; D = Bim-Bcl-W; E = Mcl-1 Bim block; F = RGS4-Gao reg; G = ABCG2 inh; H = Bim-Bcl-B; I = ABCB1 block; J = RGS7-Gao; K = Bcl-XL Bim block
10: Oc1ccc2oc3c(c2c1)CCCC3
  A: 2; B: 0; C: 101; D: 0; E: 0; F: 103; G: 6; H: 1; I: 1.2; J: 101; K: 0
2: CCCn1nc(Oc2nc(NCC)nc(NCC)n2)ccc1=O
  A: 1; B: 0; C: 99; D: 0; E: -2; F: 103; G: 1; H: 0; I: 0.1; J: 102; K: -2
8: CCOC(=O)c1ccc(NC(=O)CN2C(=O)CSC2=O)cc1
  A: -9; B: -5; C: 110; D: -2; E: -2; F: 102; G: 3; H: -4; I: 0.3; J: 97; K: -2
7: CC1=CC(=C(C#N)c2nc3ccccc3s2)C=C(C)N1Cc1ccco1
  A: 17; B: 3; C: 100; D: 10; E: -4; F: 104; G: -1; H: -5; I: 0.1; J: 102; K: -1
4: Cc1ccc(NS(=O)(=O)c2ccc(CCC(=O)N3CCCC3)cc2)cc1
  A: -2; B: 0; C: 107; D: 3; E: 1; F: 106; G: 1; H: -1; I: 0.8; J: 103; K: 1
9: O=S(=O)(c1ccccc1)N(Cc1nc(-c2ccccc2)no1)C1CCCCC1
  A: -9; B: -6; C: 104; D: 2; E: 1; F: 102; G: 8; H: -8; I: 1.4; J: 101; K: -8
1: O=C1[C@@H]2C(c3ccccc3Cl)=NO[C@@H]2C(=O)N1Cc1ccccc1
  A: 0; B: 0; C: 95; D: -1; E: -2; F: 101; G: -1; H: -1; I: -0.1; J: 100; K: -6
5: Cc1ccc(C)c(N2C(=O)c3cc(N4CCOCC4)c([N+](=O)[O-])cc3C2=O)c1
  A: -1; B: -1; C: 101; D: -3; E: -7; F: 105; G: 4; H: -6; I: 1.1; J: 101; K: -6

# Additional records follow:
# Short keys – A = Bim-Bfl-1; B = Bim-Bcl-2; C = RGS8-Gao; D = Bim-Bcl-W; E = Mcl-1 Bim block; F = RGS4-Gao reg; G = ABCG2 inh; H = Bim-Bcl-B; I = ABCB1 block; J = RGS7-Gao; K = Bcl-XL Bim block
11: Cc1nn(Cc2cccc(C(=O)NC34CC5CC(CC(C5)C3)C4)c2)c(C)c1Br
  A: -2; B: nt; C: 97; D: -6; E: -1; F: 100; G: 7; H: -7; I: 2.2; J: 95; K: -29
12: Cc1ccc(S(=O)(=O)N2CCN(c3nc(C)nc4sc5c(c34)CCC(C)C5)CC2)cc1 (stereo not drawn)
  A: -14; B: -13; C: 102; D: 0; E: -1; F: 101; G: 3; H: -10; I: 2.3; J: 102; K: -6
13: O=S(=O)(ON(c1ccccc1)S(=O)(=O)c1ccccc1)c1ccccc1
  A: 0; B: -1; C: 103; D: 0; E: -1; F: 102; G: 1; H: 0; I: 0.1; J: 100; K: -3
14: O=C(Sc1nnnn1C1CCCCC1)c1cccs1
  A: 3; B: -4; C: 103; D: 2; E: -1; F: 106; G: 0; H: -24; I: 0.0; J: 101; K: 2
15: Cc1ccc(Cl)cc1NC(=O)C(NS(=O)(=O)c1cccs1)c1ccccc1 (stereo not drawn)
  A: 0; B: -1; C: 102; D: 0; E: -2; F: 100; G: 4; H: -1; I: 0.7; J: 99; K: -3
16: COc1ccc(C(=O)NNC(=O)CN2CCN(c3nc(-c4ccccc4)cs3)CC2)cc1
  A: 5; B: 8; C: 101; D: 11; E: 5; F: 98; G: 15; H: 9; I: -0.3; J: 97; K: 11
17: COc1ccc(NC(=O)CSc2nnc(Cc3cccs3)n2-c2ccc(C)cc2)cc1
  A: -10; B: -7; C: 97; D: 1; E: -1; F: 96; G: 4; H: -9; I: 1.0; J: 97; K: -4
18: CCN(CC)c1ccc(C(=O)NC(=S)N2CCN(Cc3ccc4c(c3)OCO4)CC2)cc1
  A: -14; B: -2; C: 100; D: -2; E: -2; F: 100; G: 4; H: -12; I: 0.6; J: 98; K: -4
19: O=[N+]([O-])c1cccc(-c2nnc(-c3ccc4c(c3)OCO4)o2)c1
  A: -2; B: 3; C: 103; D: -2; E: 1; F: 96; G: 17; H: -2; I: 1.2; J: 96; K: -4
20: CCOC(=O)c1c(NC(=O)COC(=O)c2nc(Cl)ccc2Cl)sc2c1CCC2
  A: 0; B: -2; C: 104; D: -3; E: -4; F: 99; G: 16; H: -2; I: 1.5; J: 101; K: -2

# Retrieved by compound from the entries so far (2):
# Short keys – A = Bim-Bfl-1; B = Bim-Bcl-2; C = RGS8-Gao; D = Bim-Bcl-W; E = Mcl-1 Bim block; F = RGS4-Gao reg; G = ABCG2 inh; H = Bim-Bcl-B; I = ABCB1 block; J = RGS7-Gao; K = Bcl-XL Bim block
14: O=C(Sc1nnnn1C1CCCCC1)c1cccs1
  A: 3; B: -4; C: 103; D: 2; E: -1; F: 106; G: 0; H: -24; I: 0.0; J: 101; K: 2
12: Cc1ccc(S(=O)(=O)N2CCN(c3nc(C)nc4sc5c(c34)CCC(C)C5)CC2)cc1 (stereo not drawn)
  A: -14; B: -13; C: 102; D: 0; E: -1; F: 101; G: 3; H: -10; I: 2.3; J: 102; K: -6

# Source: PubChem BioAssay
